A549 tox: A549 cytotoxicity, counter-screen for Nrf2 inhibitors. A549 ARE-Fluc cells, CellTiter-Fluor viability, 18-24 h. AID 504648. Potency, µM (highest dose often 46 µM), without a hit: at the highest dose activity change, negative = cytotoxicity, most hits filed as inhibitors. 0.16% of 390,000 active; note: potency is the fitted concentration of half-maximal effect; % is set by controls: 0 for no effect and ±100 for the full control effect
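A549 ARE-Fluc cells in 5% FBS OPTI-MEM, 5000 cells/well, rested 2 h then exposed to compounds in concentration-response for 18-24 h at 37 °C. Viability by CellTiter-Fluor fluorescence (Ex 405/Em 525) after 30 min; luciferase luminescence (BugLite, 15 min, RT) read afterwards.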
ATXN viability: reduces viability in counter-screen for ATXN expression inhibitors; S2 cells (HEK-293 line with an ATXN2-luciferase reporter) viability, CellTiter-Fluor protease fluorescence, 24 h; 0.49% of 400,000 active; Potency, µM (series often up to 56.7 µM), actives largely listed as cytotoxic; note: potency is the fitted concentration of half-maximal effect; nearly all actives have a fitted effect of over 40% in size
IL-2 act: activates IL-2 in a cell-based reporter assay; AID 652025; 0.065% of 360,000 active; IL-2 activation reporter assay, cell-based qHTS; stimulated with anti-CD3/CD4/CD28 beads; in transgenic mouse T cells; activation, % (series mostly up to about 46 µM); in the data active = activation above about 50%; inconclusive = mostly about 30% to 49%; note: 0% is about no effect
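Unstimulated transgenic mouse T cells; 60-min compound exposure; bead-based TCR/CD4/CD28 stimulation; 18 h culture, 37 degrees C; dual fluorescence (EGFP, DsRed) plate cytometry.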
Nrf2 inh: blocks Nrf2 signaling. AID 504444. 2.1% of 360,000 active. Potency, µM (top dose mostly 46 µM), for inactives: at the highest dose activity change, negative = inhibition, hits mostly inhibitors. A549 ARE-Fluc reporter, luciferase luminescence, 18-24 h; note: potency is the fitted concentration of half-maximal effect; % is set by controls: 0 for no effect and ±100 for the full control effect; nearly all actives have a fitted effect of over 60% in size
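Nrf2 function is reported as luminescence of an ARE-controlled luciferase in A549 cells. Compounds were tested at several concentrations, and a CellTiter-Fluor read on the same wells flagged cytotoxicity.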
TGFb inhibitor: TGF-b pathway inhibition | AID 588855 | HepG2 CAGA-GFP TGF-b/SMAD3 reporter, GFP fluorescence, 18 h; TGF-beta stimulated, 500 pg/mL final | Potency, µM (highest dose often 46.1 µM), inactives show at the top dose activity, negative = inhibition, usual class: inhibitors | 1.2% of 410,000 active; note: potency is the fitted concentration of half-maximal effect; % is set by controls: 0 for no effect and ±100 for the full control effect; nearly all actives have a fitted effect of over 65% in size
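HEPG2 CAGA-GFP, 1000 cells/well; 2 h settle, 37 C; cpd via pin tool; TGF-b 500 pg/mL final; 18 h, 37 C; GFP imaging ex488/em500-530; %Activity normalised to -TGF-b and +DMSO controls; CRC fit, curve class.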
EPAC2 ag: EPAC2 (human) agonism; Q8WZA2; EPAC2 activation, biochemical qHTS; response scale: 100% = 6.5 mM cAMP response; Potency, µM (doses to about 154 µM), for inactives: top-dose activation, usual class: activators; 0.079% of 360,000 active; note: potency is the fitted concentration of half-maximal effect; nearly all actives have a fitted effect of over 50% in size
Target sequence (Q8WZA2 whole entry, looked up): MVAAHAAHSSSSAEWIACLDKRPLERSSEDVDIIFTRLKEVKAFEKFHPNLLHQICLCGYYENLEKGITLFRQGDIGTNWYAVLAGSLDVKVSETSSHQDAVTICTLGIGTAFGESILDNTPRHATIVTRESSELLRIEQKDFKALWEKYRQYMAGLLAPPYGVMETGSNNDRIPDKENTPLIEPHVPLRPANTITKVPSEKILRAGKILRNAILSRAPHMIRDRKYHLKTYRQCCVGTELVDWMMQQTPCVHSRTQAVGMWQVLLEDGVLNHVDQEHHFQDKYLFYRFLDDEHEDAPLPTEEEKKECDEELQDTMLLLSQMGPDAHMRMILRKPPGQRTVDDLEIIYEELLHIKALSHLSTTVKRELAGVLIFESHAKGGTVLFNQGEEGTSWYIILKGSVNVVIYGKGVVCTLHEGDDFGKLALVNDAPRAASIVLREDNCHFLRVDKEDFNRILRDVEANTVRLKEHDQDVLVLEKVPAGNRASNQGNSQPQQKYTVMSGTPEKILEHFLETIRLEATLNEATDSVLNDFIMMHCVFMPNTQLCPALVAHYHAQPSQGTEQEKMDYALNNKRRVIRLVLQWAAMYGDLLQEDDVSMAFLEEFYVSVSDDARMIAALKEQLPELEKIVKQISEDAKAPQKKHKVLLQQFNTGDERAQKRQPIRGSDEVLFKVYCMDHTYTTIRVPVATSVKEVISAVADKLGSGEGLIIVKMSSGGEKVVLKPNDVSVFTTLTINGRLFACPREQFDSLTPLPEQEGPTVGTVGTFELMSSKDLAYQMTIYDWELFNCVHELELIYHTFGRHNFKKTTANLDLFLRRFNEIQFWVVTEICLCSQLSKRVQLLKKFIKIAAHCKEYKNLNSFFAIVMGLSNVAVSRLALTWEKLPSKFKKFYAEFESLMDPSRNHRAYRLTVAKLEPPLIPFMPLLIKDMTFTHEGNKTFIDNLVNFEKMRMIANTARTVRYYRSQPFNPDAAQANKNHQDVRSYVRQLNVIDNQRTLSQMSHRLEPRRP
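Exchange assay: 100 nM EPAC2 with 250 nM Rap1B-BODIPY-GDP and 50 uM GDP. Fluorescence (ex 480/em 540 nm) read every 5 min for 30 min at room temperature. Data normalized to 6.5 mM cAMP as agonist control.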
HepG2 viability: kills HepG2 cells in TGF-b inhibitor counter-screen. 0.76% of 410,000 active. Potency, µM (highest dose often 46.1 µM), inactives show at the top dose activity change, negative = cytotoxicity, hits mostly cytotoxic. HepG2 CAGA-GFP viability, ATP luminescence, 18 h; note: potency is the fitted concentration of half-maximal effect; some results filed as inactive show a strong effect at the top dose
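CellTiter-Glo luminescence gave cytotoxicity after 18 hours at 37 degrees C. The cells were HepG2 CAGA-GFP in 1% FBS DMEM, stimulated with 500 pg/mL TGF-beta after compound addition. %Activity was normalised to no-cell wells (complete cell-killing) and DMSO (no toxicity), and curves were fitted and classified.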
Nrf2 activator: Nrf2 pathway activation; AREc32 ARE-luciferase reporter (MCF7-derived line), luminescence, 24 h; Potency, µM (top dose mostly 46.1 µM), for the others: at the highest dose activation, hits mostly activators; 0.31% of 410,000 active; note: potency is the fitted concentration of half-maximal effect; % of control where 0% means no effect; nearly all actives have a fitted effect of over 65% in size
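Cells of the AREc32 ARE-luciferase line are plated in OPTI-MEM containing 5% FBS and left overnight at 37 deg C. Compounds are pinned in, incubation continues 24 hr, and firefly luciferase signal is then measured.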
ATXN2 expr inh: ATXN2 expression inhibition | Potency, µM (doses to about 57 µM), inactives show at the highest dose activity change, negative = inhibition, most hits filed as inhibitors | 0.72% of 360,000 active | HEK-293 ATXN2-luciferase reporter, luminescence, 24 h; note: potency is the fitted concentration of half-maximal effect; % is set by controls: 0 for no effect and ±100 for the full control effect; nearly all actives have a fitted effect of over 55% in size
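qHTS (up to 57 uM final) was run with 24 h compound exposure of reporter cells at 37 °C. Each well was multiplexed: SteadyGlo luminescence measured ATXN2-luciferase expression after a fluorogenic Gly-Phe-AFC viability readout (25 uM final).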
Numbers without * were called inactive; i = inactive; ? = inconclusive; / = no result given; [ ] = another dose, or the depositor's remark. Unless noted, calls come from the whole dose curve; as a rule, active = well fitted curve in the direction sought with a large enough effect; inconclusive = small, poorly fitted or top-dose-only effect, or another doubt; inactive = no such curve, though single readings can be large; an effect the other way counts as inactive or inconclusive.

SMILES	A549 tox	ATXN viability	IL-2 act	Nrf2 inh	TGFb inhibitor	EPAC2 ag	HepG2 viability	Nrf2 activator	ATXN2 expr inh
O=C(c1ccco1)N1CCN(S(=O)(=O)c2ccc(Br)cc2)CC1	-9%	?	0.8	-24%	2%	-1%	-15%	0.0%	/
COc1ccc(CNC(=O)C2(CC3CC(c4ccccc4)=NO3)CCN(C(=O)C3(C)CC3)CC2)cc1 (stereo not given)	2%	i	-2.1	?	7%	2%	-8%	0.6%	2%
COc1ccc(CCNC(=O)COC(=O)/C=C/c2cccs2)cc1	0%	i	-3.0	10%	1%	1%	19%	0.3%	-20%
COCCCNC(=O)c1oc2ccc(S(=O)(=O)N(C)C3CCCCC3)cc2c1C	3%	i	-2.2	-5%	7%	9%	-14%	1.4%	-3%
COC(=O)C1CC(O)CN1C(=O)NC1CCCCC1 (stereo not given)	6%	i	-4.2	2%	3%	0%	-1%	0.3%[9.22 µM]	4%
Cc1cccc(C(=O)Nc2ccc(CC(=O)O)cc2)c1	4%	i	0.5	?	-15%	1%	-21%	-2.4%	?
CC(C)(C)[C@H]1COC(=O)[C@@H](Cc2ccc(F)cc2)CC/C=C/C[C@@H](CC(=O)N[C@@H](CO)Cc2ccccc2)C(=O)N1	-8%	?	-0.7	3%	-26%	-12%	-3%	3.3%	-6%
CC(NC(=O)CNC(=O)[C@@H]1Cc2ccccc2CN1)c1ccccc1 (stereo not given in full)	11%	i	-0.1	4%	-17%	6%	-2%	0.1%	2%
C(=NN1CCCCCC1)c1ccccc1	4%	i	-3.7	1%	-8%	6%	3%	-0.5%	-7%
CC1CCCCC1NC(=O)CCNS(=O)(=O)c1ccc2c(c1)CCC(=O)N2 (stereo not given)	-23%	i	-0.7	?	2%	4%	5%	-0.8%	/
O=C(C1=C(O)C(=O)N(CCN2CCOCC2)C1c1ccc(F)cc1)c1cccs1 (stereo not given)	?	i	-0.7	-14%	1%	8%	-8%	0.2%	1%
Cc1c(S(=O)(=O)N2CCCC(C(=O)O)C2)cnn1C (stereo not given)	-3%	i	-0.4	4%	-3%	12%	0%	0.4%	-6%

Among those listed so far, two contain a thiophene ring, fused or not:
SMILES	A549 tox	ATXN viability	IL-2 act	Nrf2 inh	TGFb inhibitor	EPAC2 ag	HepG2 viability	Nrf2 activator	ATXN2 expr inh
COc1ccc(CCNC(=O)COC(=O)/C=C/c2cccs2)cc1	0%	i	-3.0	10%	1%	1%	19%	0.3%	-20%
O=C(C1=C(O)C(=O)N(CCN2CCOCC2)C1c1ccc(F)cc1)c1cccs1 (stereo not given)	?	i	-0.7	-14%	1%	8%	-8%	0.2%	1%

Carrying on.
SMILES	A549 tox	ATXN viability	IL-2 act	Nrf2 inh	TGFb inhibitor	EPAC2 ag	HepG2 viability	Nrf2 activator	ATXN2 expr inh
COc1ccc(N=c2nc(-c3ccccc3)n(-c3ccc(C)cc3)s2)cc1	-17%	/	/	?	4µM*	/	-102%	/	/
O=C(Nc1ccc2c(c1)N(C1CCCC1)C(=O)c1ccccc1S2)c1ccc(F)cc1	-15%	i	/	/	26%	/	-24%	5.6%	54%[activator]
COc1ccc(NC(=O)c2cccc(Cl)c2)c[n+]1[O-]	-5%	i	-2.2	-3%	2%	9%	0%	16%	2%
CCOc1ccccc1C(=O)NC1CC2CCCC(C1)N2C1CC1 (stereo not given)	19%	i	-3.0	26%	-6%	-9%	-2%	-0.7%	-1%
COC(=O)COc1ccc(C2NC(=O)NC(c3ccccc3)=C2C(C)=O)cc1Br (stereo not given)	-12%	?	0.4	-14%	?	6%	-61%	-0.5%	-12%
COC(=O)C1(C(=O)OC)C(C(=O)c2ccccc2)C1c1ccccc1 (stereo not given)	4%	i	-2.1	-14%	9%	18%	2%	3.2%	-1%
COc1ccc(CCNC(=O)CCCn2c(=O)c3cccn3c3ccc(F)cc32)cc1OC	11%	/	/	?	0%	/	-1%	1.0%	/
COc1ccccc1-c1cc(NC=O)c2ncc(-c3cccc(C(F)(F)F)c3)n2c1	/	?	-0.9	/	?	-3%	-39%	9.5%	?
COc1ccc(C(=O)CN2CCN(S(=O)(=O)c3cccc([N+](=O)[O-])c3)CC2)cc1OC	-1%	i	-0.5	-13%	-7%	4%	-9%	-0.8%	-7%
CCC1(C)Cc2nc3[nH]c(=S)n(-c4ccccc4)c(=O)c3cc2CO1 (stereo not given)	0%	i	-0.3	-7%	-10%	0%	4%	0.2%	-16%
CCCN(CC1CC1)C(=O)COC(=O)c1ccc(CNS(=O)(=O)c2ccc(F)c(Cl)c2)cc1	-2%	i	-1.9	5%	9%	5%	2%	-0.9%	-6%
CCOc1ccc(NC(=O)C2CCN(S(=O)(=O)c3cc(-c4noc(C)n4)ccc3C)CC2)cc1	-6%	i	/	/	-5%	/	-39%	0.3%	3%
COc1ccc(NC(=S)NCCNC(C)=O)cc1	?	i	-2.4	14%	-2%	6%	2%	0.2%	/
CCOC(=O)C1CCCN(C(=O)Cn2ncc3c(C)n(Cc4ccccc4Cl)c(C)c3c2=O)C1 (stereo not given)	-2%	/	/	?	?	/	-42%	0.7%	/
C=CCc1c(C)nc2ccc(C(=O)OCC)cc2c1Cl	6%	?	-0.3	?	2%	-12%	-14%	0.5%	17%
CCNc1nc(NC(C)C)nc(Oc2ccc(OCCOc3ccccc3)nn2)n1	3%	i	-2.2	-9%	-6%	-1%	-13%	2.7%	47%[activator]
O=C(Nc1ccc(S(=O)(=O)Nc2nccs2)cc1)c1cc(-c2ccccc2)nc2ccccc12	-7%	i	-1.9	-11%	3%	-2%	14%	3.2%	4%
CCS(=O)(=O)N1CCN(C(=O)c2ccc3nc(C)c(N(C)C(=O)CCc4ccccc4)n3c2)CC1	/	i	-0.3	/	13%	5%	11%	-0.8%	6%
O=c1n(Cc2ccc(F)cc2Cl)c2ccccc2c2nc(-c3ccccc3)nn12	3%	/	/	/	13%	/	-15%	3.4%	/
O=[N+]([O-])c1cccc(-c2nnc(-c3ccccc3)o2)c1	3%	i	-0.1	?	-1%	0%	-9%	?	28%
Cc1sc2nc3ccc(NCc4ccco4)nn3c(=O)c2c1C	?	/	-0.2	/	2%	-7%	7%	20%	130%[activator]
CCc1ccc(C(=O)COC(=O)C(Cc2c[nH]c3ccccc23)NC(=O)c2ccc(Br)cc2)cc1 (stereo not given)	-4%	i	/	6%	-43%	/	-20%	4.2%	13%
COc1ccccc1NCc1nnc(-c2ccccc2)o1	-1%	i	-2.3	11%	9%	1%	12%	0.4%	63%[activator]
CC1Sc2ccccc2N(Cc2ccccc2)C1=O (stereo not given)	/	i	0.3	/	9%	8%	-9%	-1.2%	-3%
COC(=O)c1cc(Sc2cccc(Cl)c2Cl)ccn1	16%	i	0.0	1%	-5%	7%	3%	8.2%	/
COc1ccc(C(=O)CCC(=O)Nc2cccnc2)cc1OC	1%	i	0.0	-3%	0%	-2%	6%	0.4%	6%
CS(=O)(=O)N1c2cccc3cccc(c23)S1(=O)=O	-7%	i	0.1	6%	-15%	-1%	-4%	-0.7%	-14%
COc1cccc(C(NC(C)=O)c2nc(-c3cccc(NC(C)=O)c3)cs2)c1 (stereo not given)	/	i	-0.7	/	21%	2%	5%	4.1%	15%
COc1cc([N+](=O)[O-])ccc1NC(=O)CN1CCCC1	5%	i	-1.3	11%	?	0%	-48%	0.0%	-17%
Cc1nn(C2CCS(=O)(=O)C2)c(Cl)c1/C=C/C(=O)OCC(N)=O (stereo not given)	-6%	i	-2.2	-3%	6%	0%	10%	3.1%	9%
CC(=O)c1cccc(N(C(=O)c2ccco2)C(C(=O)NC2CCCC2)c2ccncc2)c1 (stereo not given)	8%	i	0.5	9%	-30%	5%	-91%	7.1%	-5%
C/C(=N\NC(=O)c1cc(-c2ccc(C)s2)nc2ccccc12)c1cccnc1	0%	i	1.7	-2%	1%	18%	0%	-0.3%	5%
Cc1cc(C)c2c(n1)nn1c(C)c(CCC(=O)Nc3ccc(C)c(Cl)c3)c(C)nc21	0%	/	/	5%	/	/	-17%	3.2%	/
O=C(CN1C(=O)NC(Cc2c[nH]c3ccccc23)C1=O)Nc1ccc(F)cc1F (stereo not given)	1%	i	-0.1	-18%	24%	4%	-20%	-0.1%	-15%
O=C(COC(=O)c1ccc2ccccc2c1O)Nc1ccccc1	5%	i	-0.1	9%	29%	0%	4%	0.8%	2%
O=C(NN=Cc1ccc(Cl)cc1Cl)C1CC1	-6%	?	-1.9	?	-14%	11%	-5%	7.5%	7%
COc1cc2c(cc1OC)C(Cc1cc(OC)c(OC)cc1[N+](=O)[O-])=NCC2	-1%	i	-4.9	-11%	-14%	-4%	-33%	3.8%	-9%
CCOc1ccc(NC(=O)c2ccc3nccnc3c2)cc1	-1%	i	-0.5	?	14%	-2%	-8%	4.2%	22%

Three compounds picked at random from the list so far:
SMILES	A549 tox	ATXN viability	IL-2 act	Nrf2 inh	TGFb inhibitor	EPAC2 ag	HepG2 viability	Nrf2 activator	ATXN2 expr inh
Cc1nn(C2CCS(=O)(=O)C2)c(Cl)c1/C=C/C(=O)OCC(N)=O (stereo not given)	-6%	i	-2.2	-3%	6%	0%	10%	3.1%	9%
CCOc1ccccc1C(=O)NC1CC2CCCC(C1)N2C1CC1 (stereo not given)	19%	i	-3.0	26%	-6%	-9%	-2%	-0.7%	-1%
C(=NN1CCCCCC1)c1ccccc1	4%	i	-3.7	1%	-8%	6%	3%	-0.5%	-7%

High-throughput results as filed in PubChem BioAssay.
